Abeta rescue: qHTS for compounds that reverse cellular toxicity of Amyloid beta (A-beta) peptide in yeast: Primary Screen. yeast expressing A-beta42, growth rescue, OD600, 48 h; response scale: 0% DMSO, 100% iron-clioquinol control. Potency, µM (top dose mostly 46.1 µM), without a hit: at the highest dose growth rescue, actives largely listed as activators. 410,000 tested, 0.063% active. AID 1347071, 2019; note: potency is the fitted concentration of half-maximal effect; nearly all actives have a fitted effect of over 55% in size
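Yeast growth medium received pinned compounds, then yeast cells expressing toxic A-beta were added; plates incubated at 30 C for 48 hr. Growth read as absorbance at 600 nm, normalized to DMSO and equimolar FeCl3 plus clioquinol controls.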
aSyn yeast inh: qHTS of alpha-syn Inhibitors; AID 652106, 2013; Potency, µM (titrated, usually from 46.1 µM), inactives show at the top dose growth rescue (activation), most hits filed as activators; Yeast expressing alpha-synuclein, growth rescue, BacTiter-Glo, 24 h; 370,000 tested, 0.14% active; note: potency is the fitted concentration of half-maximal effect; % of control where 0% means no effect; nearly all actives have a fitted effect of over 65% in size
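Readout is rescue of growth in alpha-synuclein-expressing yeast, so inhibitors of toxicity appear as activators. Growth after 24 hr at 30 deg C in galactose medium is quantified by luminescence.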
IL2 activator: qHTS of IL-2 Activators; 360,000 tested, 0.065% active; activation, % (series mostly up to about 46 µM); IL-2 activation reporter assay, cell-based qHTS; stimulated with anti-CD3/CD4/CD28 beads; in transgenic mouse T cells; AID 652025, 2013; in the data active = activation above about 50%; inconclusive = mostly about 30% to 49%; note: 0% is about no effect
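First, unstimulated transgenic mouse T cells were exposed to compound for 60 min. Next, anti-CD3/anti-CD4-coated beads with anti-CD28 were added. Finally, after 18 h at 37 degrees C, EGFP and DsRed were imaged.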
PLK1 PBD inh: qHTS for Inhibitors of PLK1-PDB (polo-like kinase 1 - polo-box domain): Primary Screen; Plk1 PBD binding of FITC phosphopeptide, fluorescence polarization; 360,000 tested, 2.8% active; Potency, µM, for the others: max response, negative = inhibition, most hits filed as inhibitors; note: potency is the fitted concentration of half-maximal effect; series mostly up to about 57 µM; % is set by controls: 0 for no effect and ±100 for the full control effect; nearly all actives have a fitted effect of over 65% in size
EPAC1 antag: qHTS for Antagonist of cAMP-regulated guanine nucleotide exchange factor 3 (EPAC1): primary screen | Rap guanine nucleotide exchange factor 3 (Homo sapiens), O95398 | EPAC1 GEF assay, Rap1b-BODIPY-GDP exchange fluorescence | Potency, µM (top dose mostly 115 µM), without a hit: at the highest dose activity change, negative = inhibition, most hits filed as inhibitors | 360,000 tested, 0.14% active | AID 720709, 2013;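 note: potency is the fitted concentration of half-maximal effect; plate controls were vehicle for no effect and positive control for full effect; nearly all actives have a fitted effect of over 50% in size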
Target sequence (O95398 whole entry, looked up): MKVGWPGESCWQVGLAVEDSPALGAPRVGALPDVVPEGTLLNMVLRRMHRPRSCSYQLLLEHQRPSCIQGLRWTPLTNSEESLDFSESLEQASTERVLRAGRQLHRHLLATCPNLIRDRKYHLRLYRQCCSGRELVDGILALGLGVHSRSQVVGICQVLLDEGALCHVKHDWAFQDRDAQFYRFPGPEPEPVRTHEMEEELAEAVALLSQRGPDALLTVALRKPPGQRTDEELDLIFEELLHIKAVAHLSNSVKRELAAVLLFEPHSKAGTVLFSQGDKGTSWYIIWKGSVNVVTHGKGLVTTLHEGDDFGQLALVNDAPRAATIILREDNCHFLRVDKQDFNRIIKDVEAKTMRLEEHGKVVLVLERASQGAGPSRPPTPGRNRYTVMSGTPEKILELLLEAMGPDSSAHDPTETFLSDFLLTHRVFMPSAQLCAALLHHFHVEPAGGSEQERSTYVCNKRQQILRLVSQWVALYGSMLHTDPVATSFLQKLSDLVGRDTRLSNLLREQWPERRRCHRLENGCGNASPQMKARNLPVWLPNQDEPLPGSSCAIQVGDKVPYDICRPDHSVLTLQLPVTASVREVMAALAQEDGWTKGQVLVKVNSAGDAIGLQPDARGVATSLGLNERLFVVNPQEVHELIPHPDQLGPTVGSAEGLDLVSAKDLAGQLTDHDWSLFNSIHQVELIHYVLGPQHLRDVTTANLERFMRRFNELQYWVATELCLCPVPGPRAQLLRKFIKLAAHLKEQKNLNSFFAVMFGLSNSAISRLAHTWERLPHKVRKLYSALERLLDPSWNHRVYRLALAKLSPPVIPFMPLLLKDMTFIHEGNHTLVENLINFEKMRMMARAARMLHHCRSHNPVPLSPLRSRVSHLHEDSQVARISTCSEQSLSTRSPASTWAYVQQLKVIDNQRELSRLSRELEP
EPAC1 ag: qHTS for Agonist of cAMP-regulated guanine nucleotide exchange factor 3 (EPAC1): primary screen; Rap guanine nucleotide exchange factor 3 (Homo sapiens), O95398; 360,000 tested, 0.073% active; Potency, µM (series often up to 154 µM), without a hit: at the highest dose activation, actives largely listed as activators; EPAC1 agonist qHTS, biochemical assay; response scale: 100% = response to 6.5 mM cAMP; AID 720707, 2013; note: potency is the fitted concentration of half-maximal effect; nearly all actives have a fitted effect of over 60% in size
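EPAC1 100 nM, Rap1B–BODIPY-GDP 250 nM, unlabeled GDP 50 uM; compound titration; 5 min RT; kinetic read ex480/em540 at 5-min intervals ×30 min; data normalized to 6.5 mM cAMP agonist control.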
WRN helicase inh: qHTS for Inhibitors of WRN Helicase; 360,000 tested, 0.46% active; WRN helicase unwinding, fluorescent forked duplex, kinetic; Potency, µM (doses to about 114 µM), for inactives: at the top dose activity change, negative = inhibition, actives largely listed as inhibitors; note: potency is the fitted concentration of half-maximal effect; % is set by controls: 0 for no effect and ±100 for the full control effect; nearly all actives have a fitted effect of over 55% in size
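Screening of the MLSMR collection measured strand separation of a quenched forked DNA duplex (100 nM) by 20 nM WRN with 2 mM ATP, all final. Compounds were preincubated with enzyme 15 min at room temperature.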
PI5P4Ka inh: qHTS for Inhibitors of phosphatidylinositol 5-phosphate 4-kinase (PI5P4K). max response, %. AID 652105, 2013. Phosphatidylinositol 5-phosphate 4-kinase type-2 alpha (Homo sapiens), P48426. 330,000 tested, 1.2% active. PI5P4Kalpha enzyme, ADP-Glo luminescence, 60 min; active compounds read low; active = max response of -50% or lower; inconclusive = between -30% and -50%; inactive = -30% or higher; note: value at the top dose of about 77 µM; % is set by controls: 0 for no effect and ±100 for the full control effect
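Enzyme plus substrate dispensed, test compounds pinned in, then ATP (5 microM final) added. After 60 min at RT, ADP-Glo reagent 1 for 45 min and reagent 2 for 30 min preceded luminescence imaging.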
FUS yeast rescue: qHTS for Suppressors of FUS Proteinopathy: Primary screen using FUS-linked yeast assay. S. cerevisiae FUS-expressing, growth rescue, OD600, 24 h. Potency, µM (titrated, usually from 76.6 µM), without a hit: top-dose growth rescue (activation), most hits filed as activators. 390,000 tested, 0.24% active. AID 1347120, 2019;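 note: potency is the fitted concentration of half-maximal effect; plate controls were DMSO vehicle for no effect and reference control for full effect; nearly all actives have a fitted effect of over 55% in size; some results filed as inactive show a strong effect at the top dose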
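Absorbance at 600 nm, taken 24hr after compound addition, measured rescue of FUS-yeast growth at 30C. Induction used 2% galactose with seeding at OD 0.005. Controls: CP55940 from 92uM final, DMSO only.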
Active calls of the source: *; ? = inconclusive; nt = no result given; [ ] = another dose, or the depositor's remark. Unless noted, calls come from the whole dose curve; as a rule, active = well fitted curve in the direction sought with a large enough effect; inconclusive = small, poorly fitted or top-dose-only effect, or another doubt; inactive = no such curve, though single readings can be large; an effect the other way counts as inactive or inconclusive.

Under each structure: Abeta rescue, aSyn yeast inh, IL2 activator, PLK1 PBD inh, EPAC1 antag, EPAC1 ag, WRN helicase inh, PI5P4Ka inh, FUS yeast rescue
CCOC(=O)N1CCN(C(=O)CCN2C(=O)/C(=C\c3ccccc3OC)SC2=S)CC1
→ 9.8%, -0.7%, -2.3, -2.4%, 5.7%, -1.2%, -7.9%, 4.2, nt
CC1CCc2[nH]nc(C(=O)O)c2C1 (stereo not drawn)
→ 18.3%, -0.4%, 0.9, 2.1%, 7.8%, 2.7%, -6.8%, 2.8, 3.8%
COC(=O)C1CN(C(=O)COc2ccc(C)cc2)c2ccccc2O1 (stereo not drawn)
→ 4.7%, 5.1%, -2.7, -2.9%, -13.7%, 5.9%, -7.1%, 0.6, 7.3%
O=[N+]([O-])c1c(NCCCO)cc(SCc2ccco2)c2nonc12
→ -11.6%, -2.8%, -3.5, ?, -14.3%, 15.0%, -36.1%, 0.5, nt
COc1ccc(CCCc2n[nH]c(=S)n2C)cc1C
→ ?, 4.7%, 0.9, -13.4%, 2.9%, 9.8%, 4.9%, -5.0, 2.2%
CC(=O)c1cccc(NC(=O)CSc2ncc(C(=O)Nc3ccccc3)c(=O)n2C)c1
→ 18.7%, -4.1%, -2.4, -7.6%, 6.7%, 8.2%, -0.6%, -0.6, -6.2%
Cc1ccc(-c2cc(C(=O)NCC3CCCO3)no2)cc1 (stereo not drawn)
→ -6.9%, -16.0%, -0.6, -5.6%, 19.0%, 2.6%, 0.3%, nt, 10.7%
O=S(=O)(NCCC1=CCCCC1)c1cccc(S(=O)(=O)N2CCOCC2)c1
→ -5.6%, -6.7%, -0.8, 2.67µM*, -7.4%, 3.0%, -27.5%, -62.5*, 24.6%
COc1ccc(CNC(=O)CC23CC4CC(CC(C4)C2)C3)cc1
→ -1.9%, 2.1%, -0.3, -4.5%, 1.9%, 2.5%, 0.1%, 0.4, 2.6%
CCOC(=O)c1cnc2cc(C)nn2c1-c1ccccc1
→ -11.9%, -6.4%, -1.1, -4.3%, -2.5%, -1.8%, 4.5%, -0.4, 5.5%
CC1=NC(C(F)(F)F)(C(F)(F)F)C(C#N)=C(C)N1
→ -7.9%, -6.7%, -2.0, -8.9%, 0.2%, 3.2%, -4.3%[57.1 µM], nt, -21.5%
O=C(CS(=O)(=O)c1ccccc1)N(CCCN1CCOCC1)c1nc2c(F)cccc2s1
→ 3.1%, 5.7%, 1.0, -8.1%, -8.5%, -10.9%, -2.0%, 3.1, nt
CCCS(=O)(=O)c1ncc(Cl)c(C(=O)Nc2ccc(S(=O)(=O)Nc3ncccn3)cc2)n1
→ -8.6%, 6.4%, -2.1, ?, 10.9%, -1.4%, -12.9%, -4.1, -10.2%
Oc1ccc(Br)cc1C=Nc1ccc2[nH]ncc2c1
→ -20.1%, -8.7%, -5.1, -7.5%, -17.1%, -5.8%, -4.4%, -4.7, 31.9%
C/C(=N\NC(=O)c1ccccc1)c1cccc(Br)c1
→ -4.4%, -2.6%, 0.2, 2.7%, 14.7%, -6.3%, 10.5%, 4.7, -0.9%
Cc1ccc(NC(=O)CSCc2ccc(F)cc2)cc1
→ 1.3%, 6.3%, -2.7, -3.3%, -26.2%, -14.8%, -10.4%, 7.9, nt
CCOC(=O)c1nn(-c2c(C)n(C)n(-c3ccccc3)c2=O)cc1O
→ 7.8%, -0.7%, 0.2, 4.8%, -24.3%, -3.9%, -6.3%, 4.7, 7.0%
Cc1cc(C)c(-n2c(C)cc(/C=C3/NC(=O)NC3=O)c2C)c(C)c1
→ 11.9%, 0.3%, 1.7, -5.2%, -14.4%, 0.0%, -6.8%, 10.9, 5.5%
CCOC(=O)c1c(NC(=O)c2ccc(-n3cnnn3)cc2)sc2c1CCCC2
→ 0.9%, -0.1%, -0.3, 2.3%, -10.3%, 3.8%, -4.2%, ?, nt
COc1ccc(CCC(=O)N2c3ccccc3N=C(c3ccc4c(c3)OCO4)C2C(=O)NCc2ccccc2)cc1 (stereo not drawn)
→ 2.0%, 13.1%, 0.3, -13.0%, -0.8%, 14.0%, -0.5%, 5.9, ?

The list goes on; the last 2 above are carried over.
Under each structure: Abeta rescue, aSyn yeast inh, IL2 activator, PLK1 PBD inh, EPAC1 antag, EPAC1 ag, WRN helicase inh, PI5P4Ka inh, FUS yeast rescue
CCOC(=O)c1c(NC(=O)c2ccc(-n3cnnn3)cc2)sc2c1CCCC2
→ 0.9%, -0.1%, -0.3, 2.3%, -10.3%, 3.8%, -4.2%, ?, nt
COc1ccc(CCC(=O)N2c3ccccc3N=C(c3ccc4c(c3)OCO4)C2C(=O)NCc2ccccc2)cc1 (stereo not drawn)
→ 2.0%, 13.1%, 0.3, -13.0%, -0.8%, 14.0%, -0.5%, 5.9, ?
O=C(NCCn1ccc2ccccc21)C1CCCCC1
→ 9.8%, -10.3%, -0.9, -7.0%, 15.5%, -13.4%, -0.7%, -0.1, -12.7%
COC(=O)[C@]1(Sc2ccccc2)CC(=O)N[C@@H]1c1ccccc1
→ -12.8%, -6.9%, -0.9, -16.1%, -9.2%, -4.9%, -0.9%, -6.6, -8.3%
Cc1cc([N+](=O)[O-])c2ccccc2c1NS(=O)(=O)c1ccccc1
→ 1.7%, 7.8%, -0.7, -7.4%, ?, -2.9%, -6.6%, 2.0, 10.8%
COCCn1cnc2c1c(=O)n(CC(=O)NN)c(=O)n2Cc1ccccc1
→ 3.7%, -4.9%, -0.9, -8.1%, 5.1%, 9.7%, -9.6%[57.1 µM], 6.7, 7.5%
O=C(C1=C[C@@H](c2ccc(C(F)(F)F)cc2)C[C@@H](OCCCCO)O1)N1CCN(Cc2ccc3c(c2)OCO3)CC1
→ -0.2%, -3.5%, -3.2, -15.2%, -12.4%, -20.8%, -5.0%, 0.4, 20.7%
CCOc1ccccc1N1CCN(S(=O)(=O)c2cccc3nsnc23)CC1
→ -2.8%, -0.3%, -1.7, -3.8%, 2.2%, 16.0%, -3.8%[57.1 µM], nt, 11.8%
O=S(=O)(Nc1ccc(-c2nc3cccnc3s2)cc1)c1ccc(Cl)s1
→ 5.2%, 14.1%, -2.4, -7.0%, 7.2%, 3.4%, -0.2%, -61.7*, -10.1%

An excerpt from above, showing only PLK1 PBD inh, Abeta rescue and EPAC1 antag:
| molecule | PLK1 PBD inh | Abeta rescue | EPAC1 antag |
| --- | --- | --- | --- |
| COCCn1cnc2c1c(=O)n(CC(=O)NN)c(=O)n2Cc1ccccc1 | -8.1% | 3.7% | 5.1% |
| O=C(C1=C[C@@H](c2ccc(C(F)(F)F)cc2)C[C@@H](OCCCCO)O1)N1CCN(Cc2ccc3c(c2)OCO3)CC1 | -15.2% | -0.2% | -12.4% |
| CCOc1ccccc1N1CCN(S(=O)(=O)c2cccc3nsnc23)CC1 | -3.8% | -2.8% | 2.2% |
| O=S(=O)(Nc1ccc(-c2nc3cccnc3s2)cc1)c1ccc(Cl)s1 | -7.0% | 5.2% | 7.2% |
